# PLAP activator: PLAP enzyme activators, biochemical, luminescence, HTS | 1.2% of 96,000 active | activation fold at 20 µM | purified PLAP enzyme, luminescent substrate read-out; active compounds read high | Alkaline phosphatase, placental type (Homo sapiens), P05187 | AID 696, 2007; in the data active = activation fold above about 2
# Target sequence (P05187 whole entry, looked up): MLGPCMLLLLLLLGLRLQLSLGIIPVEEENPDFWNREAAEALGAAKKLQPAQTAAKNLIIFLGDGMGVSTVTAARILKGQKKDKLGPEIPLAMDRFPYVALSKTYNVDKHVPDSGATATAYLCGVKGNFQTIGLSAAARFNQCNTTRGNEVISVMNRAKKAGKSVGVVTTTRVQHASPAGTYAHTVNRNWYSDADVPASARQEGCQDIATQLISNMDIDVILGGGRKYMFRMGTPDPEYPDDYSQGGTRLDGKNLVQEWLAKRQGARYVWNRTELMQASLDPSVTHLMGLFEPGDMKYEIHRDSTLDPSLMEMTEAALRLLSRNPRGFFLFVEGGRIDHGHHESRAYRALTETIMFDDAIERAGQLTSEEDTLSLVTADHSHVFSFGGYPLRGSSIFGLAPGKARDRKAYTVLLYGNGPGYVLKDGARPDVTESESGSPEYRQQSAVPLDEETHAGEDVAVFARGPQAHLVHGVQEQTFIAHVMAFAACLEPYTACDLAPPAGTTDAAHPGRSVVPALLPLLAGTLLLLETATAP
# Ecoli WT expand: growth inhibitors of wild-type E. coli, primary screen, strain BW25113, expanded library, OD600. OD600 absorbance. growth inhibition, % at 100 µM. 0.15% of 98,000 active. AID 710, 2007;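 active = growth inhibition above about 50% at one test dose, limit read from the data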;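 note: growth measured after 20 h incubation at 37 °C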
# ERa SRC1 inh: ERα–SRC-1 coactivator interaction inhibitors, primary screen, biochemical, TR-FRET, ERα LBD, estradiol-bound; Estrogen receptor (Homo sapiens), P03372; TR-FRET ER-alpha LBD / SRC-1 peptide; inhibition, % at 25.6 µM; 1.7% of 86,000 active; AID 629, 2007; in the data active = inhibition above about 50%;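 note: 0% = receptor plus peptide control and 100% = peptide only without receptor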
# ERa SRC1 pot: enhancers of ERα–SRC-1 coactivator binding, primary screen, biochemical, TR-FRET, ERα LBD, low estradiol; 1.3% of 86,000 active; AID 639, 2007; TR-FRET ERalpha-LBD/SRC-Cy5 coactivator binding, 2 h; 100 = basal binding, no effect; Estrogen receptor (Homo sapiens), P03372; coactivator binding (% of control), % at 25.6 µM; in the data active = activity above about 200%;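 note: binding measured in presence of low estradiol as agonist stimulus; 0% = peptide alone without receptor and 100% = receptor with peptide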
# Mac1 fbg inh: inhibitors of CD11b/CD18 adhesion to fibrinogen, primary screen, K562 cells, luminescence; ATPlite luminescence; Mn2+ added to activate the integrin; 0.54% of 93,000 active; inhibition, % at 10 µM; Integrin beta-2 (Homo sapiens) + Integrin alpha-M (Homo sapiens), P05107+P11215;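 active = primary inhibition of 50% or more at 10 µM, then 40% or more on retest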; note: some results filed as inactive read as strong as hits
# FAK inh: FAK kinase inhibitors, primary screen, biochemical; biochemical FAK kinase activity assay; inhibition, %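 (tested at 7 µM)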; 0.84% of 97,000 active; AID 727, 2007; in the data active = inhibition above about 19%;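 note: 0% = DMSO and 100% = reference compound high control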
# MT1-MMP txn act: MT1-MMP promoter reporter activation – cell-based, luciferase luminescence, primary screen; HT1080 MT1-MMP promoter luciferase reporter, overnight; active compounds read high; 0.16% of 86,000 active; AID 750, 2007; activation factor at 10 µM;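 active = activation factor of at least 2 for MT1-MMP transcription at 10 µM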
# CD11b adhes enh: enhancers of CD11b/CD18 adhesion to fibrinogen, primary screen, K562 cells, luminescence. ATPlite luminescence. activation, % at 10 µM. 0.07% of 93,000 active. AID 1499, 2009. Integrin beta-2 (Homo sapiens) + Integrin alpha-M (Homo sapiens), P05107+P11215;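 active = 10 µM primary screen giving 50% or more activity, confirmed by 40% or more on retest at that dose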; note: strong numbers were not always called active; reference of the scale not given here
# ERb coact inh: inhibitors of ERβ-SRC1 coactivator interaction, primary screen, biochemical, TR-FRET, ERβ LBD, SRC-1 peptide. Estrogen receptor beta (Homo sapiens), Q92731. TR-FRET ER-beta LBD / SRC1-Cy5 peptide binding; receptor agonist-loaded with 1 µM estradiol. inhibition, % at 25.6 µM. 1.3% of 86,000 active. AID 633, 2007;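 active = compounds whose percent inhibition of the receptor-coactivator binding signal exceeds about 50% in the single-dose screen, limit read from the data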;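 note: 0% = receptor plus peptide wells without compound and 100% = peptide-only wells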
# Target sequence (Q92731 whole entry, looked up, the tested form may be a part): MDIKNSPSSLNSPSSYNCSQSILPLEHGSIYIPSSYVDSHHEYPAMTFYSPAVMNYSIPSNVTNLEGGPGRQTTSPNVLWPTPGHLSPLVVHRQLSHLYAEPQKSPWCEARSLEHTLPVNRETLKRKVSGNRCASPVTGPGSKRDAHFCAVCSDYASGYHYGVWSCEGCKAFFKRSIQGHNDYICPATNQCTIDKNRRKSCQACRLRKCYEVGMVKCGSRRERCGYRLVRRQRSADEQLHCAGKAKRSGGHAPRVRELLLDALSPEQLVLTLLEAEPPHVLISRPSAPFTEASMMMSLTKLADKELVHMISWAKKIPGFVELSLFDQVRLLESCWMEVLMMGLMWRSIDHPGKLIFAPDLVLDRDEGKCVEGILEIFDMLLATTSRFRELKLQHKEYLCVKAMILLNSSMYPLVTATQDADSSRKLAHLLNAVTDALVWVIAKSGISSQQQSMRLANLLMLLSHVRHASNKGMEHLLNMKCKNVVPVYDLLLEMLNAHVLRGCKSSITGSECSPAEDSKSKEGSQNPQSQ
# Numbers without * were called inactive; nt = no result given; [ ] = dose if it differs, or a comment.
structure,PLAP activator,Ecoli WT expand,ERa SRC1 inh,ERa SRC1 pot,Mac1 fbg inh,FAK inh,MT1-MMP txn act,CD11b adhes enh,ERb coact inh
CCOC(=O)/C=C1\SCC(=O)N1CCOc1cccc(Br)c1,1.4,-14,28,99,-11,nt,1.1,3,11
CCOC(=O)Cc1cc(=O)[nH]c(/N=C(/NC(=O)c2ccccc2)Nc2ccccc2C(F)(F)F)n1,1.8,-6,3[fluorescence artefact?],102,-2,2,1,-5,5[fluorescence artefact?]
C=CCOC(=O)CCC(=O)Nc1cccc2ccccc12,0.9,8,4,111,3,nt,1,-1,0[fluorescence artefact?]
CCc1n[nH]c2c1C(=O)CC(C)(C)C2,1,4,-1,124,-62,-2,1.1,5,-6
COC(=O)C1=C(C)N=c2s/c(=C3\C(=O)Nc4ccccc43)c(=O)n2C1c1ccccc1 (stereo unspecified),nt,-23,-3[fluorescence artefact?],100[fluorescence artefact?],nt,-4,0.9,nt,0
CSc1nccc(-c2nn(-c3ccc(C)cc3)ccc2=O)n1,0.8,6,-2,98,-24,-1,0.6,-1,3
Cc1noc(C)c1CSc1nc2sc3c(c2c(=O)n1C)CCCC3,1.3,-5,-8,191,10,0,0.8,15,-21
CCn1c(N2CCN(C(=S)NCCc3ccccc3)CC2)nc2ccccc21,0.9,-14,nt,nt,5,-4,nt,3,nt
CCn1c(C)nc2cc(C(=O)NNS(=O)(=O)c3c(C)c(C)cc(C)c3C)ccc21,2*,7,-1,80[fluorescence artefact?],0,-1,1.2,-2,-2
CN(C(=S)NC(=O)CCCOc1ccc(Cl)cc1Cl)c1ccccc1,1.1,1,nt,nt,19,1,nt,3,nt
COc1ccc(C2CC(c3ccc(Cl)cc3)Nc3nc(NC(=O)c4ccco4)nn32)cc1 (stereo unspecified),nt,nt,-2,97,nt,-1,1,nt,-2
O=C(O)CCN1C(=O)C2CCCCC2C1=O (stereo unspecified),0.8,4,-8,108,-2,-3,1.1,-3,0
CCn1c(CC(=O)Nc2cccc(OC)c2)nnc1SCC(=O)Nc1nccs1,1.2,5,2,91[fluorescence artefact?],8,-2,1,1,-2
Cc1ccc(C(C(=O)NC(C)(C)C)N(C(=O)c2csnn2)C2CC2)cc1 (stereo unspecified),nt,nt,-10,117[fluorescence artefact?],nt,3,1.2,nt,5
CCCCNC(=O)CSc1nc2ccc(NC(=O)CSc3nnc(COc4ccccc4C)n3C)cc2s1,0.9,-16,nt,nt,0,0,nt,-3,nt
CC(C)Cn1cnc2c(=O)oc3ccccc3c21,0.8,2,1,116,-25,0,1.1,-1,-2
CC(C)CCNC(=O)NC(=O)CN1C(=O)NC2(CCCCC2)C1=O,nt,-5,19,106,nt,9,0.9,nt,-2
O=C1C(=O)N(CCO)C(c2cccc(F)c2)/C1=C(\O)c1ccc(Cl)cc1 (stereo unspecified),0.9,4,-3,101,nt,-5,1.2,nt,-10
Cc1cc(C)c(S(=O)(=O)c2ccccc2C(=O)O)c(C)c1,1.4,2,-12,79,-8,1,1,-5,-5
COC(=O)C1=C(C)N=C2SCCC(=O)N2C1c1ccc(C(=O)OC)cc1 (stereo unspecified),1,4,11,108[fluorescence artefact?],0,1,1.1,0,-4
COc1ccc(-c2nn(C)c(=O)c3ccccc23)cc1NC(=O)COc1ccc(C)cc1,1,-3,11[fluorescence artefact?],487*[fluorescence artefact?],nt,-4,1,nt,16[fluorescence artefact?]
CC(=O)c1c(C(C)=O)c(C)n(NC(=O)c2ccccc2Cl)c1C,1,5,9,81[fluorescence artefact?],6,8,0.9,-2,4[fluorescence artefact?]
COc1ccc(-c2noc(-c3ccc(Cl)cc3)n2)cc1,0.9,nt,10,85,-7,1,1.2,-2,20
CC(=O)OC(C(=O)NCc1ccc(F)cc1)c1ccccn1 (stereo unspecified),1.1,-1,-3,108,nt,-2,1,nt,-18
Cc1ccc(NC(=S)NCc2cccs2)c(C)c1,0.8,5,-2,100,3,0,nt,2,4
COc1ccc2cc(S(=O)(=O)N3CCN(C)CC3)ccc2c1,nt,-2,-43,110,nt,1,1,nt,-27
CCOC(=O)c1[nH]c2ccc(OC)cc2c1NC(=O)C(C)N1CCSCC1 (stereo unspecified),1.6,10,1,105,5,-3,1.1,-1,3
COC(=O)CSc1snnc1-c1ccc(F)cc1,1,-6,-5,106,0,0,1.2,2,-3
Cc1cc(C)c2[nH]c(=O)c(CN(C(=O)C3CCCO3)C3CCCC3)cc2c1 (stereo unspecified),1.2,-7,5,93,-6,-2,1.2,-4,-6
COc1cc(-c2nn3c(C4CCCCC4)nnc3s2)cc(OC)c1OC,1.5,3,6,115,-7,-2,0.9,0,-10

# New compounds follow:
structure,PLAP activator,Ecoli WT expand,ERa SRC1 inh,ERa SRC1 pot,Mac1 fbg inh,FAK inh,MT1-MMP txn act,CD11b adhes enh,ERb coact inh
COc1ccc(NC2=NCC(=O)N2c2ccccc2F)c(OC)c1,1,-12,-24,128,9,2,1.1,0,-22[fluorescence artefact?]
CCc1nc(NCCCN2CCOCC2)c2oc3ccccc3c2n1,1.6,3,0,113,-18,7,1,3,-2
CC(C)(C)C(=O)C(CO)(Oc1ccc(Cl)cc1)n1cncn1 (stereo unspecified),1.1,8,-6,81,13,nt,1.1,-5,-2
COc1ccc(/C=N/n2c(N)c(S(=O)(=O)c3cccs3)c3nc4ccccc4nc32)cc1OC,1.8,-13,3,129,-9,2,1.1,13,-9
O=C(/C=C/N1CCOCC1)c1ccc(-c2ccccc2)cc1,1.3,10,13,100[fluorescence artefact?],-5,1,1.4,-4,11
OCC1(CO)COC2(CCCC2)N1,1.4,0,-9,110,-9,-2,1.3,1,1[fluorescence artefact?]
CC(=O)c1cccc(N(C(=O)c2cnccn2)C(C(=O)NCc2ccccc2)c2ccco2)c1 (stereo unspecified),1.6,0,-2,102,-1,-4,1.2,-2,3
CCCNc1nc2c(c(=O)[nH]c(=O)n2C)n1CCC(C)C,0.8,-6,-4,113,-9,-1,1.2,-1,-9
Cc1ccc2c(c1)nnn2C1CCN(S(=O)(=O)c2ccc(C(=O)N3CC(C)CC(C)C3)cc2)CC1 (stereo unspecified),1.8,-7,2,108,17,nt,1,-3,-12
Cc1ccc(C)c(CN2C(=O)C(C)Oc3ccc(C)cc32)c1 (stereo unspecified),1,-11,nt,nt,-12,0,1.1,-2,nt
CC(C)OCCCNC(=O)CCc1nc(-c2ccccc2)no1,1.1,-6,3[fluorescence artefact?],112,-6,nt,0.9,-7,-4[fluorescence artefact?]
CCN(CC)C(=O)COc1cc(C)cc2oc(=O)cc(-c3ccccc3)c12,1.4,-1,2,97,nt,-1,1.1,nt,-8
O=C(CCN1CCOCC1)Nc1ccccc1,0.8,-5,-1,99,nt,-6,1.2,nt,-5
COc1ccc(C(C(=O)NC2CCCC2)N(Cc2ccccc2)C(=O)c2nsc(Cl)c2Cl)cc1 (stereo unspecified),1.3,-12,nt,nt,-5,0,nt,-4,nt
Cc1ccc2c(c1)N(C(=O)NC1CCCCC1)C(C)(C)CC2C (stereo unspecified),1.7,8,7,107,-5,0,1.2,-6,-2
CC1CCCCN1C(=O)N[C@@H](Cc1ccccc1)C(=O)O (stereo partly specified),1.1,-5,9,96,-6,0,1.1,-1,10
O=C(N1CCOCC1)N1CCN(S(=O)(=O)N2CCCCC2)CC1,0.9,2,-45,104,-1,1,1,96,-22
O=C1CC(C(=O)Nc2ccccc2)N=C(N2CCOCC2)N1 (stereo unspecified),0.8,5,-3,100[fluorescence artefact?],3,2,1.1,-4,-1
Cc1ccc(S(=O)(=O)N2CCN(C(=O)c3cc(=O)[nH]c4ccccc34)CC2)c(C)c1,1.2,-1,1,99,-19,2,1.1,16,8
O=C(NCc1ccco1)c1nnc(Cc2ccc(Cl)cc2)o1,0.8,-6,2,98,-16,-4,nt,0,-4
Cc1nn(C)cc1/C=C/C(=O)c1ccccc1,0.8,7,nt,nt,-8,-2,nt,-1,nt
O=C(N/N=C/c1cn(-c2ccccc2)nc1-c1ccc(F)cc1)c1ccc(Br)o1,1,-5,nt,nt,-10,1,nt,-3,nt
Cc1cc(C)nc(NS(=O)(=O)c2ccc(NC(=O)c3ccc4c(c3)OCO4)cc2)n1,1.2,-2,1,101,-2,nt,1.2,1,3
O=C(Nc1cc(Cl)cc(Cl)c1)c1cnn2cccnc12,1,0,47,147,0,4,1.2,38,39[fluorescence artefact?]
CC(=O)Nc1nonc1-c1ccccc1,1,6,0[fluorescence artefact?],166,-6,-6,1.1,-6,-5[fluorescence artefact?]
Cc1c(O)nc(SC2CC(=O)N(c3ccccc3)C2=O)[nH]c1=O (stereo unspecified),1.1,4,5,98,12,5,1,-5,-4
Cc1ccc(-n2c(=O)c3sccc3n(CC(=O)N3CCCC3)c2=O)cc1,1,-4,-9,117,0,0,1.1,-5,-6
CCOC(=O)C1=C(C)NC2=C(C(=O)CC(c3cccs3)C2)C1c1cccs1 (stereo unspecified),nt,nt,-7,142,nt,21*,1.3,nt,2
NC(=O)c1c(NC(NC(=O)c2ccco2)C(=O)c2ccc(Cl)cc2)sc2c1CCCC2 (stereo unspecified),1.7,-5,9,115,-11,0,1.1,-2,0
CN1C(=O)N(C)C2(c3ccccc3)Nn3c(s/c(=C/c4ccccc4F)c3=O)=NC12c1ccccc1 (stereo unspecified),1,-4,-3,103,20,3,nt,1,2

# New compounds follow
structure,PLAP activator,Ecoli WT expand,ERa SRC1 inh,ERa SRC1 pot,Mac1 fbg inh,FAK inh,MT1-MMP txn act,CD11b adhes enh,ERb coact inh
CCOC(=O)N1CCC(NC(=O)c2ccc3c(=O)n4c(nc3c2)CCCC4)CC1,1.2,5,1,104,-9,2,1.2,-4,-1
Cc1cnc(NC(=O)CSc2nnc(-c3cccs3)n2C)s1,0.9,1,20,71[fluorescence artefact?],-7,0,1.2,-1,8[fluorescence artefact?]
O=C(CSc1nnc(-c2ccccc2O)o1)Oc1ccc(Br)cc1,1,-1,4,148[fluorescence artefact?],0,1,1.1,1,2
O=C1c2cccc3c(Nc4ccccc4Cl)c([N+](=O)[O-])cc(c23)C(=O)N1CCO,1,0,nt,nt,3,2,nt,-7,nt
Cc1cc(SCC(=O)c2ccccc2)nc(C)n1,1.3,5,5,86,-2,0,1.6,1,-1[fluorescence artefact?]
CCOC(=O)C1CCCN(c2c(NCCN3CCCCC3C)c(=O)c2=O)C1 (stereo unspecified),1,5,-4,108,-10,-6,nt,6,2
Cc1cc(C)nc(SC(C)C(=O)O)n1 (stereo unspecified),1.2,0,0,123,58,-1,1.1,-4,-5
CNC(=O)NC(=O)CSc1nc2cc(C(=O)OC)ccc2c(=O)n1-c1ccccc1,0.8,-6,5,128,-3,-8,1.1,-1,5

# Only FAK inh and Mac1 fbg inh (four entries from above):
Structure | FAK inh | Mac1 fbg inh
O=C1c2cccc3c(Nc4ccccc4Cl)c([N+](=O)[O-])cc(c23)C(=O)N1CCO | 2 | 3
CNC(=O)NC(=O)CSc1nc2cc(C(=O)OC)ccc2c(=O)n1-c1ccccc1 | -8 | -3
CCOC(=O)N1CCC(NC(=O)c2ccc3c(=O)n4c(nc3c2)CCCC4)CC1 | 2 | -9
Cc1cc(C)nc(SC(C)C(=O)O)n1 (stereo unspecified) | -1 | 58
